Assay outcomes (PubChem BioAssay)
CHRM1 antagonist – antagonists of human M1 muscarinic receptor. P11229. CHO-K1 hM1, Fluo-8 calcium fluorescence, ACh EC80 antagonist. inhibition, % at 3 µM. 1.3% of 360,000 active. AID 588852;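 active means percent inhibition above its own plate's cutoff, namely the mean of that plate's compound wells plus 3 SD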;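 further: peak over basal fluorescence ratio during 140 s after agonist addition; 0% = ACh EC80 plus DMSO and 100% = DMSO alone without agonist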
Target sequence (P11229 whole entry, looked up): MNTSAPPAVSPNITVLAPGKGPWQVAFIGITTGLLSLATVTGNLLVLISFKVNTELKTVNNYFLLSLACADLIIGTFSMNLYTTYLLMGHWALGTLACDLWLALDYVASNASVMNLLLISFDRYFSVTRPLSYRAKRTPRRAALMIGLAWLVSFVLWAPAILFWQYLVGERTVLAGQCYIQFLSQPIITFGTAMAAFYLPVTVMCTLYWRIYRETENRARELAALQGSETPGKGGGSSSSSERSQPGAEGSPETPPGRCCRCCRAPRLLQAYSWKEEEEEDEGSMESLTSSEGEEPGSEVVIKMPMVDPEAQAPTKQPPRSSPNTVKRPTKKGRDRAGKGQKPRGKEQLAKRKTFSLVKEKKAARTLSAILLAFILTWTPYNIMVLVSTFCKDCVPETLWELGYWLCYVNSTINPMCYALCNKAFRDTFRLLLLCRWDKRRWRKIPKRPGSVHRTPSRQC
M5 antag – antagonists of human muscarinic M5 receptor (CHRM5); 0.59% of 360,000 active; inhibition, % at 3 µM; CHO-hM5 cells, Fluo-8 calcium fluorescence, ACh EC80;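 active means inhibition above a per-plate cutoff, the mean of that plate's test compounds plus 3 SD, cut at about 27% in these data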;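 further: 0% = acetylcholine EC80 with DMSO and 100% = DMSO without agonist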
Target sequence (P08912 whole entry, looked up): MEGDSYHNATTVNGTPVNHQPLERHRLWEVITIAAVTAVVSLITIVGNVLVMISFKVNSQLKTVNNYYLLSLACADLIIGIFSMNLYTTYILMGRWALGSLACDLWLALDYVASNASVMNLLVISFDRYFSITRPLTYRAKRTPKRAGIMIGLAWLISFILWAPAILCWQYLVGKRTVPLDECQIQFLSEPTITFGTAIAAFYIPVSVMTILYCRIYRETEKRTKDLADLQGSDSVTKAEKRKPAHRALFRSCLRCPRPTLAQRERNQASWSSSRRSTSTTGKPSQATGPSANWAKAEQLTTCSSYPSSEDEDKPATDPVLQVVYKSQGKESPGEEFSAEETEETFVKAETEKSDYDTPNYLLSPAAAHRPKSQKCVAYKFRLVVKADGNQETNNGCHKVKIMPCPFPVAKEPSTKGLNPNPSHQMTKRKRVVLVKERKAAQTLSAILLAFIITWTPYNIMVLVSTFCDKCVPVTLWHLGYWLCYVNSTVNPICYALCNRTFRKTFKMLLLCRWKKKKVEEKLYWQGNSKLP
CHRM5 PAM – CHRM5 positive allosteric modulation | AID 624038 | P08912 | activation, % at 3 µM | CHO-K1 hM5, Fluo-8 calcium, ACh EC20 PAM; 0% = ACh EC20, 100% = ACh EC100 | 0.3% of 360,000 active;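 active means activation above the run cutoff, the mean activation of all test compounds plus 3 SD, cut at about 18% in these data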
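system = human M5 receptor in CHO-K1 cells | compound = one concentration, 3 µM final (nominal) | schedule = Post-acetylcholine fluorescence recording 140 s | signal = Fluo-8 calcium dye fluorescence, kinetic read | benchmarks = low control EC20 acetylcholine (0%), high control EC100 acetylcholine (100%) | repeats = singlicate, one well per test compound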
M1 PAM – positive allosteric modulators of human M1 muscarinic receptor; P11229; CHO-K1 hM1, Fluo-8 calcium fluorescence, ACh EC20; 0% = ACh EC20, 100% = maximal ACh; activation, % at 3 µM; 0.088% of 360,000 active; AID 588819; in the data active means activation above about 19%, passing the limit was not always enough
CHRM4 PAM – positive allosteric modulators of human muscarinic M4 receptor; P08173; CHO-K1 hM4/Gqi5, Fluo-8 calcium fluorescence, ACh EC20; 0% = ACh EC20, 100% = maximal ACh; AID 624126; 0.4% of 360,000 active; activation, % at 3 µM;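 active means activation above its plate's cutoff, the mean activation of sample wells plus 3 SD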; further: some results filed as inactive read as strong as hits
CHRM4 antagonist – antagonists of human muscarinic M4 receptor (CHRM4); P08173; CHO-hM4 cells, ACh EC80, Fluo-8 calcium fluorescence; inhibition, % at 3 µM; 0.73% of 360,000 active; AID 624125;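 active means inhibition above its plate's cutoff, the mean inhibition of sample wells plus 3 SD, cut at about 27% in these data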;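 further: 0% = acetylcholine EC80 with DMSO and 100% = DMSO without agonist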
M4 ag – agonists of human muscarinic M4 receptor (CHRM4). P08173. CHO-K1 hM4/Gqi5, Fluo-8 calcium fluorescence; vehicle 0%, full acetylcholine response 100%. activation, % at 3 µM. 0.14% of 360,000 active;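 active means activation above the run mean over all test wells plus 3 SD, cut at about 32% in these data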;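 further: peak over basal fluorescence ratio per well then scaled between controls; 0% = DMSO wells and 100% = acetylcholine at EC100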
CHRM5 agonist – agonists of human muscarinic M5 receptor (CHRM5); activation, % at 3 µM; P08912; CHO-K1 hM5 cells, Fluo-8 calcium fluorescence; 0% DMSO wells, 100% maximal acetylcholine response; 0.19% of 360,000 active; AID 624037;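 active means activation above the run's mean over test compounds plus 3 SD, cut at about 23% in these data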;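 further: signal is peak over basal fluorescence ratio across the kinetic read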
CRFR2-BP ag – agonists of human CRF-binding protein/CRF-R2 receptor complex; HEK293 CRF-R2/CRF-BP, calcium dye fluorescence (FLIPR); percent of saturating CRF peptide response; 0.46% of 350,000 active; activation, % at 13.2 µM;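 active means activation of at least 50%, plus an integration ratio under a set limit after plate pattern correction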;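 further: plate controls were neutral control wells without compound for no effect and CRF at EC100 for full effect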
Active calls of the source: *; x = not tested or not shown.

item	SMILES	CHRM1 antagonist	M5 antag	CHRM5 PAM	M1 PAM	CHRM4 PAM
1	O=C(NCc1cccs1)c1cc(-c2ccccc2)on1	0	9	-9	1	-6
2	Cc1cccc(N2CCN(C(=O)c3c(Cl)cnn3C)CC2)c1C	-2	10	-5	3	2
3	NC1=NC2(CCN(Cc3ccccc3)CC2)n2c(nc3ccccc32)N1	-3	6	-5	-4	22
4	Cc1ccc(S(=O)(=O)NCc2ccccc2)cc1C(=O)NC1CCCCC1	-13	-8	1	4	3
5	CSc1cccc(N2CC(C(=O)NCCN3C(=O)S/C(=C\c4cccnc4)C3=O)CC2=O)c1 (centres undefined)	14	-1	-1	-9	0
6	O=C(CCN1C(=O)c2ccccc2C1=O)Nc1cccc(S(=O)(=O)NC2=NCCC2)c1	-20	13	-2	8	3
7	Cc1cc(NC(=O)CSc2nc3ccccc3c(=O)n2CCCC(=O)NCc2ccco2)n[nH]1	-8	0	4	8	-1
8	CCCCOc1ccc(Cl)cc1CSc1n[nH]c(C)n1	-3	3	0	4	-5
9	CCC(=O)Nc1cccc(NC(=O)c2ccc3c(c2)OCO3)c1	-7	0	-4	8	-2
10	COc1ccccc1NS(=O)(=O)c1ccc(OC)c([N+](=O)[O-])c1	-13	0	5	9	3

item	CHRM4 antagonist	M4 ag	CHRM5 agonist	CRFR2-BP ag
1	0	0	1	-0.6
2	-13	6	-1	-1.6
3	1	0	-4	0.0
4	-18	4	0	-12
5	-4	3	-3	-1.8
6	-7	2	-1	-0.1
7	6	1	0	4.7
8	-6	-3	-6	-0.9
9	6	2	-4	-2.1
10	-7	5	-1	-1.1

New compounds follow
item	SMILES	CHRM1 antagonist	M5 antag	CHRM5 PAM	M1 PAM	CHRM4 PAM
11	C[C@H](CO)N1C[C@H](C)[C@@H](CN(C)C(=O)Nc2ccc(C(F)(F)F)cc2)Oc2c(NC(=O)Nc3ccccc3)cccc2C1=O	-2	6	-5	3	3
12	O=C(O)c1cccc2cccnc12	-14	-1	-4	1	9
13	O=C(c1cccc(S(=O)(=O)N2CCCCCC2)c1)N1CCN(c2ccccc2F)CC1	-18	3	3	16	-2
14	Cc1sc2ncnc(N[C@@H](CCC(=O)O)C(=O)O)c2c1C	1	3	-2	2	1
15	CC12CCC(C(=O)NC3CCCC3)(CC1=O)C2(C)C (centres undefined)	-13	1	2	1	2
16	Cc1ccc(C2C(C#N)=C(N)N(N(C)C)C3=C2C(=O)CCC3)cc1 (centres undefined)	-2	2	0	2	-3
17	Cc1ccc(-c2nn(CCC(=O)NCC3CCCO3)c(=O)c3ccccc23)cc1 (centres undefined)	-13	-1	2	10	1
18	Cc1cc(NS(=O)(=O)c2ccc(NC(=S)NC(=O)c3ccccc3)cc2)no1	-1	-5	9	4	19
19	COc1ccc(S(=O)(=O)N(C)C[C@H]2OCCCC[C@@H](C)Oc3ccc(NC(=O)CCC(F)(F)F)cc3C(=O)N([C@H](C)CO)C[C@@H]2C)cc1	-10	-4	1	2	9
20	C=CCn1c(-c2ccccc2)nc(=S)c2c1CC(C)(C)OC2	3	3	1	2	10

item	CHRM4 antagonist	M4 ag	CHRM5 agonist	CRFR2-BP ag
11	5	20	13	1.7
12	2	0	-3	1.5
13	8	6	-3	-3.5
14	4	1	1	0.6
15	2	0	0	-0.1
16	4	0	-2	-0.9
17	-3	0	-11	1.7
18	2	-1	-3	-0.2
19	-12	2	1	-0.6
20	-3	-1	-3	0.0

The results go on:
item	SMILES	CHRM1 antagonist	M5 antag	CHRM5 PAM	M1 PAM	CHRM4 PAM
21	Cc1ccc(S(=O)(=O)N2C(=O)c3cccc4cccc2c34)cc1	-16	7	-2	8	-3
22	CS(=O)(=O)N1CCC(C(=O)NCc2ccc(F)cc2Cl)CC1	-13	-9	-2	10	13
23	Cc1ccc(C(=O)C2C(c3cccs3)NC(=O)NC2(O)C(F)(F)F)cc1 (centres undefined)	-25	-4	3	6	4
24	NNC(=O)c1ccc(CSc2nc3ccccc3s2)cc1	1	10	-3	7	-11
25	O=C(O)CNC(=O)c1ccc(NC(=O)/C(=C/c2ccccc2)NC(=O)c2ccccc2)cc1	-10	5	-3	8	5
26	Cc1ccc(S(=O)(=O)Nc2ccc(C(N)=O)cc2)cc1[N+](=O)[O-]	1	-3	9	13	-1
27	Cc1ccc(Sc2ccc(CO)cc2[N+](=O)[O-])cc1	-11	14	-9	3	-4
28	CC1(C(=O)Nc2ccc3ccccc3c2)CC1(Br)Br (centres undefined)	-10	7	0	4	-6
29	O=C(NC1CCCC1)C(c1ccccc1F)N(C(=O)c1csnn1)c1ccccc1 (centres undefined)	-17	17	-6	13	0
30	COc1ccc(/C=N\NC(=O)CC(=O)Nc2cccc(Cl)c2)cc1OC	1	4	-2	8	6

item	CHRM4 antagonist	M4 ag	CHRM5 agonist	CRFR2-BP ag
21	0	-3	-7	0.1
22	-11	1	0	-0.8
23	-4	2	-3	-0.4
24	-6	4	1	-2.1
25	3	0	-3	0.6
26	6	1	0	-1.0
27	13	-1	-9	-0.5
28	-1	0	2	1.7
29	7	2	-4	-1.5
30	2	2	-1	-2.4

Going on with the list:
item	SMILES	CHRM1 antagonist	M5 antag	CHRM5 PAM	M1 PAM	CHRM4 PAM
31	CC(=O)C(C(C)=O)c1cc(NS(=O)(=O)c2ccccc2)ccc1NS(=O)(=O)c1ccccc1	-4	13	0	3	1
32	Cc1ccc2c(c1)-c1c(ssc1=S)C(C)(C)N2C(=O)CN1C(=O)c2ccccc2C1=O	17	-3	-4	-7	-4
33	COc1ccc2c(c1)c(C(C)=O)c(C)n2C	-5	2	-1	7	-5
34	COc1ccc(-c2nnc(SCC(=O)/C(C#N)=C(\C)N)o2)cc1	5	-3	-3	-12	0
35	COc1ccc(OC)c(/C=N/NC2=NS(=O)(=O)c3ccccc32)c1	-4	-5	-1	0	1
36	Cc1nc([N+](=O)[O-])cn1CC(O)c1ccc(Cl)cc1 (centres undefined)	-15	-3	12	13	-1
37	CN(CC(=O)Nc1cccc(F)c1)C(=O)c1ccc(-n2cncn2)c([N+](=O)[O-])c1	-1	10	-3	4	-3
38	O=C(Nc1cccc(C(=O)N2CCOCC2)c1)c1ccccc1Br	-6	-4	0	5	0
39	O=C(CCc1ccc(Oc2cc([N+](=O)[O-])cc([N+](=O)[O-])c2)cc1)N1CCCCCC1	19	-1	-14	-25	-10
40	O=c1cc(CSc2n[nH]c(=O)n2C2CC2)c2ccc(O)cc2o1	-8	12	-7	3	-2

item	CHRM4 antagonist	M4 ag	CHRM5 agonist	CRFR2-BP ag
31	10	14	7	160*
32	0	0	-6	0.1
33	2	0	1	-1.1
34	12	3	5	0.1
35	-2	3	-2	0.2
36	-4	1	0	-1.8
37	9	1	1	-0.8
38	-2	2	-1	-0.6
39	4	5	-6	1.5
40	9	0	4	-0.5

An excerpt of these results, with bars between the fields:
item | molecule | CHRM1 antagonist | M5 antag | CHRM5 PAM | M1 PAM | CHRM4 PAM | CHRM4 antagonist | M4 ag | CHRM5 agonist | CRFR2-BP ag
31 | CC(=O)C(C(C)=O)c1cc(NS(=O)(=O)c2ccccc2)ccc1NS(=O)(=O)c1ccccc1 | -4 | 13 | 0 | 3 | 1 | 10 | 14 | 7 | 160*
7 | Cc1cc(NC(=O)CSc2nc3ccccc3c(=O)n2CCCC(=O)NCc2ccco2)n[nH]1 | -8 | 0 | 4 | 8 | -1 | 6 | 1 | 0 | 4.7
30 | COc1ccc(/C=N\NC(=O)CC(=O)Nc2cccc(Cl)c2)cc1OC | 1 | 4 | -2 | 8 | 6 | 2 | 2 | -1 | -2.4
4 | Cc1ccc(S(=O)(=O)NCc2ccccc2)cc1C(=O)NC1CCCCC1 | -13 | -8 | 1 | 4 | 3 | -18 | 4 | 0 | -12

Next results follow:
item	SMILES	CHRM1 antagonist	M5 antag	CHRM5 PAM	M1 PAM	CHRM4 PAM
41	COC(=O)[C@@]1(Cc2ccc(F)cc2)[C@H]2c3cc(C(=O)N4CCCC4)n(Cc4cc(C)n(C)n4)c3C[C@H]2CN1C(=O)c1ccccc1	x	6	-3	x	0
42	CC(=O)Nc1ccc(S(=O)(=O)Nn2cnnc2)cc1	-1	-7	4	5	-3
43	C[C@@H](NC(=O)c1nc[nH]c1C(=O)NCCCCCNC(=O)OC(C)(C)C)c1ccccc1	-1	7	-5	-6	-5
44	O=C1CC(c2ccco2)CC2=C1C=Nc1ccccc1N2 (centres undefined)	10	-3	-4	-2	1
45	CC(C)c1ccc(NC(=O)C2CCN(S(=O)(=O)c3ccc4c(c3)C(C)(C)C(=O)N4C)CC2)cc1	15	3	-5	-8	-6
46	CCCCOC(=O)n1c(=O)oc2ccc(S(=O)(=O)N3CCCCC3)cc21	0	12	-17	-5	-3
47	Nc1c(-c2ccccc2)cnn1-c1cccc([N+](=O)[O-])c1	1	7	-17	-1	-4
48	Cc1ccc(CN2CCSc3ccc(C(=O)NCc4ccco4)cc32)cc1	-7	-1	-8	-3	-10
49	COc1ccc(CCNC(=O)c2cc3c(=O)n4ccccc4nc3n(C3CCCCC3)c2=N)cc1	22	11	-1	-15	-8
50	Cc1ccc(C(=O)NCC(=O)N2CCCCCCC2)cc1	-13	7	-10	11	2

item	CHRM4 antagonist	M4 ag	CHRM5 agonist	CRFR2-BP ag
41	2	5	3	x
42	-5	0	0	10.0
43	6	7	-3	-2.3
44	-5	5	-3	1.0
45	-3	5	-1	-0.7
46	0	11	0	-1.2
47	-5	2	-8	-0.3
48	-4	-2	-5	1.7
49	3	11	-3	2.3
50	4	0	-4	-1.4

Quoted at random: two entries already listed.
item	SMILES	CHRM1 antagonist	M5 antag	CHRM5 PAM	M1 PAM	CHRM4 PAM
42	CC(=O)Nc1ccc(S(=O)(=O)Nn2cnnc2)cc1	-1	-7	4	5	-3
45	CC(C)c1ccc(NC(=O)C2CCN(S(=O)(=O)c3ccc4c(c3)C(C)(C)C(=O)N4C)CC2)cc1	15	3	-5	-8	-6

item	CHRM4 antagonist	M4 ag	CHRM5 agonist	CRFR2-BP ag
42	-5	0	0	10.0
45	-3	5	-1	-0.7

Next results:
item	SMILES	CHRM1 antagonist	M5 antag	CHRM5 PAM	M1 PAM	CHRM4 PAM
51	Cc1cc(C)cc(OCC(=O)NNC(=O)c2ccccn2)c1	-6	8	0	8	5
52	Cc1cccc(NC(=O)CCc2nc3sc4c(c3c(=O)[nH]2)CCCC4)n1	-13	1	-1	9	8
53	CCCN(CC(=O)Nc1ccccc1C)C(=O)/C=C/c1ccc(OC)c(OC)c1	-5	-1	-2	5	0
54	COc1ccc(CCNC(=O)c2nc(-c3cccs3)no2)cc1OC	2	9	-13	-5	-7
55	O=C(O)c1cccc(NC(=O)c2ccccc2NC(=O)c2ccco2)c1	-3	6	-3	0	1
56	O=C1NC[C@H](CCCCN2CCN(CCc3ccccc3)C(=O)C2=O)N(CCc2ccccc2)C1=O	x	8	-7	x	-2
57	O=C(Cn1cnc2ccccc2c1=O)Nc1nc2ccccc2s1	9	-15	1	-3	2
58	CCCNC(=O)Nc1ccc2c(c1)OC[C@H](C)N(C(=O)C1CCCCC1)C[C@@H](C)[C@H](OC)CN(C)C2=O	x	4	-4	x	5
59	CCCCNC(=O)CS(=O)Cc1nc(-c2cccc(Cl)c2)oc1C (centres undefined)	-12	0	2	8	9

item	CHRM4 antagonist	M4 ag	CHRM5 agonist	CRFR2-BP ag
51	-4	2	2	-0.5
52	-10	5	3	-0.2
53	5	2	0	-2.4
54	-1	14	6	0.1
55	2	1	3	-1.0
56	6	1	-1	x
57	-2	1	0	1.6
58	-4	1	-1	x
59	-7	1	0	0.1
